PhoP inhibition – PhoP-dependent GFP reporter repression – Salmonella Typhimurium, primary screen (AID 1863) | S. Typhimurium PhoP-regulated promoter GFP reporter, 4 h; higher % means a stronger effect | inhibition, % at 50 µM, or IC50 in µM where a hit was titrated | actives 0.16% (n = 300,000);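 active means inhibition over 29.93%, a cutoff 3 SD above the screen mean, later confirmed by dose response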;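 further: 0% = low Mg2+ inducing control and 100% = high Mg2+ repressing control; strong numbers were not always called active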
T cell HTS – T cell immune modulation candidate. 2C CD8+ T cell-vesicle binding, flow cytometry; stronger effect = lower value. calls only at 7 µM. actives 0.068% (n = 330,000). AID 2052;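 active means response, share of CD8 T cells binding vesicles, and their 90th percentile fluorescence all below set limits, cut at about 80% in these data, passing the limit was not always enough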
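Test system: purified 2C TCR transgenic mouse naive CD8+ T cells. Probe or stimulus: QL9-peptide-loaded Drosophila micro-vesicles bearing Ld, ICAM-1 and B7-1. Incubation: binding step 1.5 h, 37 °C, antibody labelling 20 min, ice. Measured by: flow cytometry of vesicle-bound cells.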
Lipid droplet – hepatic lipid droplet formation modulation. AML12 mouse hepatocytes, oleate lipid droplets, BODIPY imaging. inhibition, % at 6.5 µM. actives 0.4% (n = 240,000). AID 1656;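 active means lipid droplet intensity inhibited by at least 50%, with more than 500 cells counted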
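Assay system: AML12 mouse liver cells | Compound: 6.5 µM single-point dosing | Schedule: Overnight exposure | Technique: Fluorescence imaging, 20x objective, two fields per well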
bCat nuc transl – alters nuclear translocation of beta-catenin in HeLa cells | immunofluorescence imaging | AID 1665 | actives 0.3% (n = 190,000) | nuclear translocation activity, % at 5 µM;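 active means nuclear translocation activity above 50% at 5 µM, with a well cell count of 50 or more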;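 further: per-cell ratio of nuclear to cytoplasmic median beta-catenin stain intensity; plate controls were DMSO negative control for no effect and GSK-3 inhibitor IX positive control for full effect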
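System: Human HeLa cells, endogenous beta-catenin | Compound dosing: 5 µM primary, 0.02–20 µM confirmation | Timing: 24 h compound exposure at 37°C, 5% CO2 | Measured by: Fluorescence imaging of beta-catenin antibody stain plus DAPI | Read-out basis: % activation of per-cell nuclear versus cytoplasmic median beta-catenin signal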
Dynein transport – dynein cargo transport inhibition; 3617.4 mouse cells, GR-EGFP nuclear translocation imaging; test concentration mostly 20 µM; stimulated with dexamethasone, 1 µM; stronger effect = lower value; z-score, hits read low; actives 0.47% (n = 220,000);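 active means plate z-score of nuclear minus cytoplasmic receptor signal below a set negative limit, without overly bright fluorescence or cell loss, cut at about -3.5 in these data, passing the limit was not always enough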;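 further: z-score of nuclear minus cytoplasmic ring GR-EGFP intensity difference per well; some compounds called inactive have numbers as strong as hits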
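Medium: Induction medium lacking tetracycline, stripped serum | Probe or stimulus: 1.0 µM final dexamethasone stimulus | Schedule: 48 h induction, then 1 h compound, then 30 min agonist, 37 °C | Signal: Automated 10x imaging of fixed Hoechst-stained cells | Evaluation: Per-cell GR-EGFP intensity, nucleus versus surrounding cytoplasmic ring, well-averaged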
MT stabilizer – microtubule stabilization, imaging screen; HeLa tubulin immunostaining HCS, 24 h; share of cells brighter than vehicle mean+2SD; % tubulin-high responders, % at 10 µM; actives 0.83% (n = 200,000); AID 2205;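 active means plate Z-score above 3 for both tubulin-high and condensed-nucleus cell shares, with cell loss under 80%, at 10 µM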;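 further: anti alpha tubulin signal scored within the nucleus-defined area of each cell; some results filed as inactive read as strong as hits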
Insulin prom up – MIN6 insulin promoter up-regulation; MIN6 insulin promoter-GFP reporter, high-content imaging; stronger effect = higher value; z-score at 5 µM; actives 0.3% (n = 190,000); AID 1625;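 active means z-score above 3 at 5 µM with at least 500 cells counted in the well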
Autophagy mod – alters autophagy in cells; MEF GFP-LC3 puncta imaging; test concentration mostly 10 µM; calls only at 10 µM (by protocol); actives 0.98% (n = 190,000); AID 463193;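 active means percentage of spot-positive cells more than 3 SD above its plate mean, without a fluorescence outlier flag or 80% toxicity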;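 further: spot-positive cell cutoff set from DMSO-treated cells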
CSM14.1 death rescue – rescue of cells from ER stress-induced death, primary screen, 384-well, CSM14.1, thapsigargin, ATP luminescence (AID 1222) | CSM14.1 thapsigargin-induced death rescue, ATP luminescence; higher % means a stronger effect | cellular ATP content (survival), % at 20 µM, or EC50 in µM where a hit was titrated | 190,000 tested, under 10 active;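 active means EC50 below 50 µM in the dose-response confirmation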;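 further: death triggered by thapsigargin at about 15 µM added after 2 h compound pretreatment; cell ATP read after overnight thapsigargin exposure of roughly 18 to 22 hours; normalized against plate controls of thapsigargin alone and 5% DMSO vehicle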
Dynein transport cytoplasmic EGFP – further read-out of Dynein transport, marked with its call; z-score; measured here: cytoplasmic GR-EGFP intensity; stronger effect = higher value
Dynein transport nuclear GR-EGFP – further read-out of Dynein transport, marked with its call; z-score; measured here: nuclear GR-EGFP intensity;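 lower value marks the stronger effect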
Dynein transport cell count – also measured in Dynein transport; calls as there; z-score; measured here: cell count per field
Insulin prom up cell count – further read-out of Insulin prom up, marked with its call; cell count; measured here: cytotoxicity, nuclei count;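 total cells summed across four imaged fields per well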
Lipid droplet cells 6.5 µM – further read-out of Lipid droplet, marked with its call; cell count; measured here: cell count, cytotoxicity flag;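 cells counted across two imaged fields per well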
bCat nuc transl cell count 5 µM – recorded beside bCat nuc transl, whose call it bears; cell count; measured here: cell count, cytotoxicity flag
T cell HTS vesicle-bound % – second read-out of T cell HTS, no call of its own (marks repeat the call); double positive events, %; measured here: CD8+ vesicle-bound cell fraction;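 binding gate set so that unloaded-vesicle control wells show 10% double positive cells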
MT stabilizer Hoechst-high % – further read-out of MT stabilizer, marked with its call; % Hoechst-high responders; measured here: nuclear condensation Hoechst responders;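 share of cells brighter than vehicle mean plus two SD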
MT stabilizer cytotoxicity % – also measured in MT stabilizer; calls as there; toxicity, %; measured here: cytotoxicity by cell density;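 0% = mean cell density of plate MIN control wells and 100% = no cells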
Autophagy mod cell loss 18 h – recorded beside Autophagy mod, whose call it bears; toxicity, %; measured here: cell loss, nuclei count;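 cell loss after 18 h compound exposure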
* = called active by the depositor; i = inactive; · = no result given.

compound	PhoP inhibition	T cell HTS	T cell HTS vesicle-bound %	Lipid droplet	Lipid droplet cells 6.5 µM	bCat nuc transl	bCat nuc transl cell count 5 µM	Dynein transport	Dynein transport cytoplasmic EGFP	Dynein transport nuclear GR-EGFP	Dynein transport cell count	MT stabilizer	MT stabilizer Hoechst-high %	MT stabilizer cytotoxicity %	Insulin prom up	Insulin prom up cell count	Autophagy mod	Autophagy mod cell loss 18 h	CSM14.1 death rescue
O=C(Cc1nc2ccccc2[nH]1)N/N=C/c1ccccc1	9%	i	58	-4	709	-0.8	1130	-0.23	-0.23	-0.061	0.36	6.0	2.6	8.3	-0.05	1462	i	9	-2.2%
CCOC(=O)CSc1ncc(OC)c(Sc2ccc(OC)cc2)n1	-12%	i	16	·	·	·	·	·	·	·	·	2.0	1.9	5.3	·	·	i	1	-1.0%
O=C(O)CCC(=O)Nc1ccc(/C=C/C(=O)C2CC2)cc1	3%	i	41	-3	662	0.8	1547	0.28	-0.078	0.14	-1.7	1.4	1.5	4.0	1.3	1317	i	-5	0.0%
COc1ccc(CNc2ccc(Br)cc2)cc1	-6%	i	44	-11	542	-0.7	1585	0.71	-0.24	0.25	0.068	1.1	1.3	1.9	0.01	1393	i	5	-0.3%
Cc1cc2nc(-c3ccc(SCC(=O)NC(C)C)nc3)[nH]c2cc1C	6%	i	24	2	703	2.3	1021	-0.2	-0.27	-0.45	1.2	4.9	1.3	0.6	0.33	1159	i	-3	-1.1%
O=Cc1ccc(-c2ccccc2OC(F)(F)F)o1	-3%	i	59	12	734	·	·	1.6	-0.32	1.3	-0.82	1.1	1.2	10	-1.1	916	i	4	-1.3%
COc1ccc(/C=C\C(=O)c2c(O)ccc3c(C)cc(=O)oc23)cc1OC	-2%	i	51	-4	739	1.8	1168	-2.8	0.054	-1.6	0.11	2.9	0.5	19	-0.1	794	i	5	-3.4%
CCc1nc2ccccc2c2nc3ccccc3n12	32%	i	50	9	761	·	·	-0.19	-0.028	0.12	-1.2	2.0	2.5	5.5	-0.84	869	i	16	-1.2%
O=S(=O)(c1ccc2c(c1)nc1n2CCC1)N1CCOCC1	-2%	i	48	-129	628	-4.0	603	-1.4	-0.18	-0.33	0.32	1.6	3.6	22	-2.9	607	i	7	-1.5%
CC(C)=CCC(C)(C)C1OCCN1C(=O)Nc1ccccc1 (stereo unspecified)	1%	i	36	·	·	0.6	1120	-0.5	-0.2	-0.35	0.68	1.5	1.1	5.4	-0.02	1000	i	6	-0.1%
O=C(O)CNC(=O)CC12CC3CC(CC(C3)C1)C2	-4%	i	23	10	714	-0.9	1062	1.2	-0.28	0.61	0.6	2.7	2.0	5.9	-0.37	1237	i	-3	-0.2%
O=C(NC(=S)NCc1cccnc1)c1cccc2ccccc12	0%	i	26	15	733	0.1	1449	-0.11	-0.34	-0.62	1.1	3.4	1.5	15	-0.86	1517	i	-12	0.8%
CCc1nnc(NC(=O)C2CC(=O)N(CCc3ccccc3)C2)s1 (stereo unspecified)	-1%	i	39	·	·	-2.5	1207	1.5	-0.27	0.5	-1	3.8	2.1	7.9	·	·	i	-7	-0.3%
CC(C)C(C(=O)Nc1nccs1)c1ccc(Cl)cc1 (stereo unspecified)	0%	i	54	8	681	0.9	1005	-0.62	-0.28	-0.085	0.03	3.3	1.0	1.2	-0.31	1341	i	-2	-1.5%
O=C(CNC(=O)c1ccccc1)N/N=C/c1ccc([N+](=O)[O-])o1	15%	i	34	-28	421	0.1	1145	-0.064	-0.23	0.12	0.28	3.8	1.9	8.3	-0.37	1114	i	8	-1.5%
CCCOc1ccc(N2CC(C(=O)NC3=NCCS3)CC2=O)cc1 (stereo unspecified)	3%	i	35	18	754	1.2	966	1.6	-0.25	0.84	-0.92	3.5	1.5	6.9	0.02	1225	i	-4	0.2%
CCCC1=C(C(=O)OCC)C(c2ccco2)C(C#N)=C(N)O1 (stereo unspecified)	1%	i	48	2	691	0.6	1101	-0.41	-0.22	-0.11	-0.18	3.9	2.5	5.8	0.07	1254	i	15	-5.2%
COc1ccccc1CNC(=O)N[C@@H](Cc1ccccc1)C(=O)O	2%	i	18	-2	574	-1.5	1096	0.36	-0.24	0.2	-0.18	2.4	1.2	4.9	-0.48	1927	i	28	-2.3%
CCOC(=O)C(C)Sc1nnc(-c2c[nH]c3ccccc23)n1C (stereo unspecified)	3%	i	43	·	·	-2.2	1152	0.73	-0.15	0.6	-0.55	6.9	2.3	4.1	-0.07	928	i	15	-1.6%
COC(=O)c1ccc(CSc2nnc(CS(=O)Cc3ccc(Br)cc3)n2-c2ccccc2)cc1 (stereo unspecified)	5%	i	26	-21	702	1.3	510	-0.67	-0.23	0.46	0.38	2.3	3.4	8.0	-1.3	706	i	15	0.7%
CCOC(=O)c1[nH]c(C)c(C(=O)Nc2ccc(Cl)cc2)c1C	15%	i	45	-23	633	0.0	1018	-0.049	-0.19	0.096	-0.28	6.2	1.6	4.3	-1.1	1432	·	·	·
C=CCNC(=O)/C(C#N)=C/c1c(C)nn(-c2ccccc2)c1Cl	0%	i	32	-11	622	·	·	-0.27	-0.29	-0.59	0.45	3.0	4.5	4.0	0.31	1272	i	12	7.1%
CCCn1cnc2cc(NCc3ccccn3)ccc21	-7%	i	38	·	·	1.2	1068	-0.64	-0.25	-0.34	0.71	1.7	3.0	5.5	-0.29	982	i	13	-2.1%
N#CC1=C(SCC(=O)NCc2ccccc2)NC(=O)CC1c1ccco1 (stereo unspecified)	3%	i	24	-34	539	-2.6	1188	-1.4	0.66	-0.31	0.33	2.7	1.8	6.7	-0.85	1829	i	-2	-2.9%
N#Cc1nc(COc2ccc(-c3ccccc3)cc2)oc1NCCCN1CCOCC1	13%	i	24	·	·	-5.9	991	0.11	-0.18	0.057	-0.22	1.8	1.8	7.7	0.4	615	i	-3	1.0%
Cc1cc(C)c(NS(=O)(=O)c2ccc(NC(=O)CCC(=O)O)cc2)c(C)c1	-14%	i	40	11	691	-1.9	1114	0.033	-0.28	-0.14	0.18	3.5	1.8	7.3	-0.44	1144	i	5	-2.4%
Cc1cc(OCC(O)CN2C(C)CCCC2C)ccc1C(C)C (stereo unspecified)	6%	i	44	-2	689	0.2	1495	-0.28	-0.27	0.53	-0.56	3.1	2.3	2.5	0.95	1430	i	5	-1.5%
COC(=O)c1sc(N2C(=O)C(=O)/C(=C(/O)c3ccccc3)C2c2ccco2)nc1C (stereo unspecified)	-4%	i	57	15	733	-0.7	565	0.53	-0.21	0.92	-0.027	3.4	2.4	8.7	-0.05	1309	i	23	-1.9%

Given with two lines to a compound: part of the list above.
The line under a structure holds: PhoP inhibition, T cell HTS, T cell HTS vesicle-bound %, Lipid droplet, Lipid droplet cells 6.5 µM, bCat nuc transl, bCat nuc transl cell count 5 µM, Dynein transport, Dynein transport cytoplasmic EGFP, Dynein transport nuclear GR-EGFP, Dynein transport cell count, MT stabilizer, MT stabilizer Hoechst-high %, MT stabilizer cytotoxicity %, Insulin prom up, Insulin prom up cell count, Autophagy mod, Autophagy mod cell loss 18 h, CSM14.1 death rescue
- CCOC(=O)c1[nH]c(C)c(C(=O)Nc2ccc(Cl)cc2)c1C
 : 15%, i, 45, -23, 633, 0.0, 1018, -0.049, -0.19, 0.096, -0.28, 6.2, 1.6, 4.3, -1.1, 1432, ·, ·, ·
- C=CCNC(=O)/C(C#N)=C/c1c(C)nn(-c2ccccc2)c1Cl
 : 0%, i, 32, -11, 622, ·, ·, -0.27, -0.29, -0.59, 0.45, 3.0, 4.5, 4.0, 0.31, 1272, i, 12, 7.1%
- CCCn1cnc2cc(NCc3ccccn3)ccc21
 : -7%, i, 38, ·, ·, 1.2, 1068, -0.64, -0.25, -0.34, 0.71, 1.7, 3.0, 5.5, -0.29, 982, i, 13, -2.1%

Compound activity: PubChem, several laboratories
